p53 reactivation = mutant p53 re-activation in reporter cells; H1299 p53-A138V BP100-luciferase reporter, luminescence, 24 h; Potency, µM (doses to about 92.2 µM), for the others: top-dose activity change, positive = activation, most hits filed as activators; 0.063% of 320,000 active; AID 504706; note: % of control where 0% means no effect; nearly all actives have a fitted effect of over 45% in size
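H1299 (p53-null), stable ts p53-A138V + BP100-Luc; 1000 cells/well, Opti-MEM/10% FBS; cpd 4 pt, 1:5; 24 h, 37 deg C, 5% CO2; detection reagent 10 min RT; luminescence.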
VP16 counter = Gal4-VP16 reporter inhibition counter-screen. Drosophila S2 Gal4-VP16 UAS-luciferase, luminescence, 20 h. 3.5% of 310,000 active. Potency, µM (highest dose often 53.6 µM), for the others: at the top dose activity, negative = inhibition, usual class: inhibitors;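 note: Gal4-VP16 expression switched on by copper sulfate through the metallothionein promoter; % is set by controls: 0 for no effect and ±100 for the full control effect; nearly all actives have a fitted effect of over 50% in size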
FLuc modulator = firefly luciferase modulation, counter-screen for miR-21 project; P08659; purified FLuc, Km substrates, luminescence inhibition; Potency, µM (top dose mostly 57.5 µM), inactives show top-dose activity change, negative = inhibition, usual class: inhibitors; 6.9% of 360,000 active; AID 588342;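 note: plate controls were vehicle for no effect and reference inhibitor for full effect; nearly all actives have a fitted effect of over 55% in size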
Target sequence (P08659 whole entry, looked up): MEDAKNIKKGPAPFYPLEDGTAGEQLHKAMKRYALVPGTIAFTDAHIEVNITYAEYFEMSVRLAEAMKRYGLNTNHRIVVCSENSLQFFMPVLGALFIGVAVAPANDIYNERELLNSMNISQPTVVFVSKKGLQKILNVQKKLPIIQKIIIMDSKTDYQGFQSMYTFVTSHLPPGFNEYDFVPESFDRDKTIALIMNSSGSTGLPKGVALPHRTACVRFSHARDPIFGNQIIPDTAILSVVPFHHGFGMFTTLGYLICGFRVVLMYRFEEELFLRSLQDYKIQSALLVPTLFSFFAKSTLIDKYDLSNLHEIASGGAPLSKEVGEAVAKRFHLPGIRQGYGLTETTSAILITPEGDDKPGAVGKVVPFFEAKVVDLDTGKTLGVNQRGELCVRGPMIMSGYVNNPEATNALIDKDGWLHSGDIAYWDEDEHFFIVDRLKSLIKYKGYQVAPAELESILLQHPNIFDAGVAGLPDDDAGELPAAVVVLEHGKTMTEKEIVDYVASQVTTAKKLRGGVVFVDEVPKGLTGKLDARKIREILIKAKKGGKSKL
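Biochemical qHTS of compounds, final roughly 60 µM downward over six points, against 10 nM purified firefly luciferase using Km concentrations of substrates (10 uM D-luciferin, 10 uM ATP) in Tris acetate pH 7.5 buffer; luminescence output.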
MBNL1 CUG block = inhibitors of human MBNL1 binding to CUG repeat RNA; Potency, µM (highest dose often 57.5 µM), for inactives: at the highest dose activity change, negative = inhibition, usual class: inhibitors; Q9NR56; 0.036% of 280,000 active; TR-FRET MBNL1-His/biotin-(CUG)12 binding, 665/545 ratio; AID 2675; active = well fitted inhibition curve with a large enough effect in the signal ratio, with a control signal flat, not every such curve was filed as active; inconclusive = small, poorly fitted or top-dose-only effect, or effect the other way, or a change in a side signal; inactive = no such curve, though single readings can be large or run the other way; the % refers to the signal ratio; note: % is set by controls: 0 for no effect and ±100 for the full control effect
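MBNL1-His + Biotin-(CUG)12, cpd titration 92 nM–58 uM; Tb anti-His Ab 0.055 ng/ul, SA-XL665 5 nM (final); 60 min RT; ratiometric 665/545 nm, Ex 340 nm; normalized to buffer and full-complex controls.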
Rab9 promoter act = activates the Rab9 promoter. Huh7 Rab9 promoter-luciferase reporter, luminescence, 24 h. Potency, µM (doses to about 9.22 µM), without a hit: at the top dose activation, negative = inhibition, actives largely listed as activators. AID 485297. 2.8% of 320,000 active; note: % of control where 0% means no effect; nearly all actives have a fitted effect of over 60% in size
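Cell-based reporter: Huh7 stable for Rab9 promoter-driven luciferase, plated in reduced-serum medium with 10% FBS at 1500 cells/well, compound-treated 24 h at 37 °C, luminescence read after 10 min reagent.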
RORg inh = inhibitors of mouse ROR gamma transcriptional activity; Drosophila S2 Gal4-RORgamma UAS-luciferase reporter, 20 h; AID 2551; 5.4% of 310,000 active; Potency, µM (highest dose often 53.6 µM), without a hit: at the top dose activity change, negative = inhibition, usual class: inhibitors; P51450; note: % is set by controls: 0 for no effect and ±100 for the full control effect; nearly all actives have a fitted effect of over 60% in size
Target sequence (P51450 whole entry, looked up, the tested form may be a part): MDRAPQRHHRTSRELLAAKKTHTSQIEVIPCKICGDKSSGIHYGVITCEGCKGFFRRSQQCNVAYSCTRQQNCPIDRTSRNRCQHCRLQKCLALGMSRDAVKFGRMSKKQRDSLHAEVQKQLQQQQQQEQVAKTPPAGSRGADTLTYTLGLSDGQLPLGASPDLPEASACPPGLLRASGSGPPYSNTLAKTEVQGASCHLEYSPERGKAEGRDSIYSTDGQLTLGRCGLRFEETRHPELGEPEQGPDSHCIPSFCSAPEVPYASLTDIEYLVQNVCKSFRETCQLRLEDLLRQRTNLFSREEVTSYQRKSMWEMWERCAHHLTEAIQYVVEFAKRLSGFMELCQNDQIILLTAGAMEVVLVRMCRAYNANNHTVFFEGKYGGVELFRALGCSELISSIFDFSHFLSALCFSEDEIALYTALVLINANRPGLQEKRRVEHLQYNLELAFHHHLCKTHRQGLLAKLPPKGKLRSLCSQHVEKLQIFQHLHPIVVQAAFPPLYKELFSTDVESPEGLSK
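Read-out: Photinus luciferase luminescence; inhibitors lower reporter signal. Insect Schneider cells with Gal4-ROR gamma fusion under metallothionein promoter, UAS reporter; 700 uM final copper sulfate induction, 20 hr, ambient temperature.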
BRCA1 expr up = activators of BRCA1 expression; MCF7-BRCA1-FFLuc reporter, luminescence, 48 h; response scale: scaled: vehicle 0%, 10 µM genistein 100%; AID 624202; Potency, µM (titrated, usually from 46.1 µM), without a hit: top-dose activation, usual class: activators; 1.1% of 380,000 active; note: nearly all actives have a fitted effect of over 80% in size; some results filed as inactive show a strong effect at the top dose
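MCF7-BRCA1-FFLuc, 2000 cells/well; 2 h attach, 37 °C/5% CO2; compound 48 h; luciferase substrate 15 min; luminescence end-point. Norm. to genistein 10 microM max activation and DMSO; concentration-response curves fitted.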
ELG1 genotox = genotoxicity induction in ELG1-luciferase HEK293T cells; HEK293T ELG1-luciferase reporter, luminescence, 16 h; Potency, µM (doses to about 46 µM), for the others: top-dose activity change, positive = activation, usual class: activators; 1.3% of 330,000 active; AID 504466; note: % of control where 0% means no effect; nearly all actives have a fitted effect of over 60% in size
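Reporter readout depends on ELG1 protein level, which increases with genetic stress. After 16 hr compound exposure at 37 °C, luciferase activity was quantified using ONE-Glo.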
NPC1 promoter act = NPC1 promoter activation | Huh7 NPC1 promoter luciferase reporter, 24 h | Potency, µM (titrated, usually from 9.22 µM), for the others: at the highest dose activation, most hits filed as activators | 2.4% of 320,000 active | AID 485313;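 note: % of control where 0% means no effect; nearly all actives have a fitted effect of over 60% in size; reporter is driven by a mutant NPC1 promoter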
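Stable NPC1-promoter luciferase Huh7 line; cpd (DMSO) 24 h, 37 °C, 5% CO2; Amplite luciferase reagent 10 min RT; luminescence readout. qHTS format.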
uPA surface inh = cell surface uPA generation inhibition; cell surface uPA generation assay, qHTS; Potency, µM (highest dose often 38.3 µM), inactives show top-dose activity change, negative = inhibition, actives largely listed as inhibitors; 0.31% of 330,000 active; AID 540303; active = well fitted inhibition curve with a large enough effect; inconclusive = small, poorly fitted or top-dose-only effect; inactive = no such curve, though single readings can be large or run the other way; tested in mouse RAW 264.7 cells; note: % is set by controls: 0 for no effect and ±100 for the full control effect; nearly all actives have a fitted effect of over 55% in size
Active calls of the source: *; ? = inconclusive; · = no result given; & = joins results of further samples; [ ] = remark or other dose. Unless noted, calls come from the whole dose curve; as a rule, active = well fitted curve in the direction sought with a large enough effect; inconclusive = small, poorly fitted or top-dose-only effect, or another doubt; inactive = no such curve, though single readings can be large; an effect the other way counts as inactive or inconclusive. Potency is the fitted concentration of half-maximal effect.

SMILES | p53 reactivation | VP16 counter | FLuc modulator | MBNL1 CUG block | Rab9 promoter act | RORg inh | BRCA1 expr up | ELG1 genotox | NPC1 promoter act | uPA surface inh
Cc1cccc(-n2nnc(C(=O)NCc3ccccc3)c2N)c1 | -8% | -7% | -13% | -21% | -6% | ? | 13% | -2% | 1% | -6%
Cc1cc(C)c(C)c(S(=O)(=O)NCCCN2CCOCC2)c1C | -2% | -4% | -1% | 5% | 0% | -1% | -17% | 1% | -3% | -3%
Cc1ccccc1-c1n[nH]c(=S)n1Cc1ccccc1 | -5% | -3% | -6% | -7% | -6% | 2% | -17% | 0% | -8% | 1%
Cc1ccc(N2C(=O)c3ccccc3C2=O)cc1 | 4% | 2% | ? | 14% | -3% | -2% | 0% | 6% | 0% | 2%
CCn1c(C)c(C(C)=O)c(N2CCN(c3ccc(F)cc3)CC2)nc1=S | -3% | -1% | 4% | -3% | -1% | -23% | -4% | 0% | 2% | 1%
COc1ccc(S(=O)(=O)N2CCOCC2)cc1NC(=O)c1ccncc1 | 4% | · | 1% | · | -4% | · | 3% | -2% | -2% | -3%
CC(C)(C)c1ccc(/C=N/Nc2ccc(C(=O)O)cc2)cc1 | 14% | 18µM* | 0.19µM* | · | -16% | 0.02µM* | -80% | ? | -19% | 9%
COc1ccc2nc(NC(=O)C3CCCN(S(=O)(=O)c4cccs4)C3)sc2c1 (stereo unspecified) | -11% | -7% | ? | -1% | -1% | 2% | -25% | -25% | 1% | -6%
COc1cccc(-c2ccc(C#N)c(SCC(=O)NCCc3ccccc3)n2)c1 | 2% | 1% | 0% | 14% | -2% | -12% | -8% | -3% | 3% | 4%
C=CCNc1nnc(Cc2ccc(F)cc2)c(=O)[nH]1 | 11% | -15% | 2% | -4% | -1% | -1% | 14% | -2%[9.26 µM] | 1% | -1%
CCN(CC)CCNC(=O)Cn1nc(Cc2cccnc2)c2ccccc2c1=O | -2% | 3% | 1% | -8% | -1% | 4% | -14% | -3% | -3% | 1%
Cc1ccc(CNC(=O)[C@H](C)NC(=O)C2CCN(C(=O)[C@@H](N)CC(C)C)CC2)cc1 | 9% | 8% | 0% | -4% | -1% | 3% | 23% | 0% | 0% | -1%
CC1=C(C(=O)Nc2ccccc2)C(c2sccc2C)n2nnnc2N1 (stereo unspecified) | 1% | 10% | 4% | -11% | -2% | -24% | · | 0% | -3% | ·
CN(C)S(=O)(=O)c1cccc(COC(=O)c2ccc(Cl)cc2O)c1 | 14% | -12% | 4% | 0% | -11% | 11% | -23% | -3% | 0% | -2%
CS(=O)(=O)N(Cc1ccccc1F)c1ccccc1 | -9% | -2% | -3% | ? | -16% | 3% | 0% | 2% | -3% | 1%
O=C1CC(c2ccc(Br)cc2)NC(c2ccc(Br)cc2)C1c1ccccc1 (stereo unspecified) | 4% | -4% | 8% | · | -2% | 22% | · | -4% | 1% | ·
CCc1cccc2c(=O)c(C(=O)N3CCCCCC3)c[nH]c12 | -6% | 1% | -1% | 0% | -1% | 3% | 0% | 13% | -4% | -2%
Cc1ccc(S(=O)(=O)N2CCC(C(=O)OC3CCOC3=O)CC2)cc1C (stereo unspecified) | -2% | · | -1% | · | -2% | · | -16% | 3% | -4% | -8%
O=C(C1CC1)N1CCc2cc(S(=O)(=O)N3CCCc4ccccc43)ccc21 | -3% | -6% | ? | -1% | -1% | 19% | -56% | -7% | -6% | -4%
O=C(CCC(=O)N1CCOCC1)NCCc1ccc(Cl)cc1Cl | -4% | -12% | 0% | 4% | 8% | 6.3µM* | -24% | -6% | 2% | -15%
C=C(C)COc1ccc(-c2nc(N)ncc2-c2ccc(OC)cc2)c(O)c1 | -23% | ? | 1% | -6% | -4% | ? | · | -9% | 1% | ·
Cc1nn(C)c(C)c1S(=O)(=O)N1CCC(C(=O)NCCC2=CCCCC2)CC1 | 2% | 1% | -2% | -11% | 0% | 29% | -7% | -2% | -2% | -7%
CCOC(=O)Cc1csc(NC(=O)CSc2nnc(-c3ccc(OC)cc3)n2C)n1 | 6% | 0% | -12% | -13% | 1% | 0% | -18% | -3% | 0% | ·
COC(=O)[C@H]1[C@H]2C[C@@H]3c4[nH]c5cc(OC)ccc5c4CCN3C[C@H]2C[C@@H](OC(=O)c2ccc(N)cc2)[C@@H]1OC | 0% | 3% | 1% | 15% | -3% | 7% | -30% | 3% | -4% | 16%
CC(C)(C)N(Cc1ccccc1)C(=O)c1ccc(Cl)cc1[N+](=O)[O-] | 8% | 2% | 1% | 19% | -10% | 12% | -21% | -13% | -1% | 1%
O=C(O)c1cc2ccc3ccccc3c2oc1=O | 9% | ? | -13% | ? | 2% | ? | -19% | 1% | 0% | 3%
COc1ccc2oc(C(=O)OC(C)C(=O)N(C)c3ccccc3)c(C)c2c1 (stereo unspecified) | 4% | · | -8% | · | -7% | · | -41% | -2% | -2% | -1%
O=S(=O)(/N=C(\[O-])C[n+]1ccccc1)c1ccc(Cl)cc1 | 3% | 4% | 0% | -9% | -1% | 1% | 12% | 0% | 1% | 0%
CCN=C1S/C(=C\c2ccc(N3CCOCC3)cc2C)C(=O)N1CC | 7% | 19% | -9% | · | -15% | ? | -88% | -2% | -16% | 1%
COC(=O)c1cc2oc(C)cc2n1CC(=O)N1CCCc2ccccc21 | -3% | -1% | -2% | 5% | -1% | 6% | -18% | 1% | -3% | 16%
O=C(c1n[nH]c(=O)c2ccccc12)N1CCN(c2ccccc2Cl)CC1 | -3% | -3% | 0% | -4% | -2% | -26% | -70% | -17% | -1% | 1%
NC(=O)CSc1nnc(-c2ccc(O)cc2)n1Cc1ccco1 | 14% | -2% | 2% | -7% | -1% | -36% | -2% | 2% | -5% | 3%
CCCC1c2ccc(C)n2CCN1C(=O)Nc1ccc(F)cc1 (stereo unspecified) | 10% | -3% | ? | 12% | 6% | -24% | 10% | 2% | 6% | 2%
CCOC(=O)C(Oc1ccc(=O)[nH]n1)C(C)=O (stereo unspecified) | 0% | -11% | 6% | -8% | 2% | -2% | 0% | -6% | 2% | 2%
CCCc1cc(=O)oc2c(C)c(OCc3nn[nH]n3)ccc12 | -7% | 4% | -14% | · | -2% | 4% | 4% | 1% | -3% | -3%
Cc1c(C)c2ccc(Oc3ccc([N+](=O)[O-])cc3C(F)(F)F)c(C)c2oc1=O | -1% | 2% | 5% | -6% | -5% | 19% | -12% | 1% | -3% | 4%
COc1ccc(C2C(C#N)=C(N)OC3=C2C(=O)CC(C)(C)C3)cc1OC (stereo unspecified) | -1% | -3% | 2% | 4% | 0% | 16% | 12% | 4% | 1% | 4%
COc1ccc(-n2c(SCC(=O)Nc3nccs3)nc3c(c2=O)SCC3)cc1 | -7% | 3% | 14% | 12% | -2% | -6% | -2% | 3% | 2% | 18%
CC(C)CC(NC(N)=O)C(=O)NCc1ccccc1Cl (stereo unspecified) | 2% | -7% | ? | -8% | 19% | 5% | 0% | 5% | 5% | 0%
CCOC(=O)C1CCN(S(=O)(=O)c2ccc3c(c2)N(C)C(=O)CC(=O)N3C)CC1 | -9% | 1% | -1%&1% | -3% | -2% | -25% | -2% | 0% | 0% | 3%
CN1CC(=O)N(CC(=O)Nc2ccc(OCc3ccccc3)cc2)C1=O | 22% | · | · | · | · | · | ? | 6% | · | -1%
Cc1nc(C)c(C(=O)C2=C(O)C(=O)N(CCN(C)C)C2c2cccs2)s1 (stereo unspecified) | 15% | 5% | 2% | ? | 15% | 10% | -7% | 2% | 2% | 0%
COc1ccc(Cn2c(C3CC3)nc3ccc(NC(=O)c4ccco4)cc3c2=O)cc1 | ? | 7% | 15µM* | -1% | 21% | 39% | ? | ? | 3.2µM* | -7%
COc1ccc(NC(=O)CN(C)C(=O)c2cc(-c3ccc(OC)cc3)nc3ccccc23)cc1 | 0% | · | 8.5µM* | · | 13% | · | -9% | -27% | 10% | 3%
CCc1ccc(NC(=O)N(CCCN2CCOCC2)Cc2cccs2)cc1 | -8% | 7% | 4% | 9% | 0% | -8% | 0% | 1% | 2% | -4%
CCn1cc(C(=O)NCc2ccc3c(c2)OCO3)c(=O)c2cc(F)c(N3CCN(C)CC3)cc21 | · | 1% | 3% | -18% | · | 18% | -4% | · | · | -8%
CCOC(=O)C1CCN(S(=O)(=O)c2cc(C(=O)OC)n(C)c2)CC1 | 8% | -5% | 0% | -7% | -4% | -3% | -3% | -4% | -5% | -8%
COc1ccc(S(=O)(=O)N2CCCC(C(=O)NC3CC3)C2)cc1OC (stereo unspecified) | 0% | · | -1% | · | -3% | · | 6% | -1% | 2% | 0%
CC(C)(C)c1cc(C(=O)N/N=C/c2ccc([N+](=O)[O-])s2)n[nH]1 | -1% | 13µM* | -3% | · | -26% | -31% | -92%[inhibitor] | -8% | -3% | -10%

Pulled by compound from the list above (2):
SMILES | p53 reactivation | VP16 counter | FLuc modulator | MBNL1 CUG block | Rab9 promoter act | RORg inh | BRCA1 expr up | ELG1 genotox | NPC1 promoter act | uPA surface inh
CC(C)CC(NC(N)=O)C(=O)NCc1ccccc1Cl (stereo unspecified) | 2% | -7% | ? | -8% | 19% | 5% | 0% | 5% | 5% | 0%
CC(C)(C)c1cc(C(=O)N/N=C/c2ccc([N+](=O)[O-])s2)n[nH]1 | -1% | 13µM* | -3% | · | -26% | -31% | -92%[inhibitor] | -8% | -3% | -10%

Bioassay records deposited in PubChem by National Center for Advancing Translational Sciences (NCATS).
